SDO1 yeast rescue: sdo1-depleted yeast growth rescue. S. cerevisiae sdo1-depleted JHY4D growth rescue, OD600 30 h; stronger effect = higher value; pdr5 snq2 efflux-pump mutant strain. z-score at 10 µM. actives 0.21% (n = 140,000);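 active = z-score above 3 at both the 24 hr and the 30 hr optical density reads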;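 also: z-score against mean and SD of all compound wells on the same plate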
Insulin prom inh: TRM-6 insulin promoter activity inhibition. TRM-6 cells (human fetal islet line), insulin promoter-eGFP reporter, imaging; reporter expression induced with tamoxifen. inhibition, % at 2 µM. actives 0.9% (n = 130,000). AID 1273;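 active = inhibition above the mean plus 3 SD, with well images judged a real hit on visual review, cut at about 60% in these data, passing the limit was not always enough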
SDO1 yeast rescue Rescue 24 h: recorded beside SDO1 yeast rescue, whose call it bears; z-score; S. cerevisiae sdo1-depleted JHY4D growth rescue, OD600; measured here: growth rescue at 24 h;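 0 is the plate mean of compound wells and units are plate SD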
Starred values were filed as active, the others as inactive; nt = no result given.

smiles | SDO1 yeast rescue | SDO1 yeast rescue Rescue 24 h | Insulin prom inh
O=S(=O)(N/N=C\C=C\c1ccccc1)c1ccc(Cl)cc1 | -0.93 | -0.53 | -67
Cn1c(C(=O)N2CCCc3ccccc32)cc2c(=O)n3ccccc3nc21 | -0.3 | -0.27 | -64
O=C1C(Cl)=C(NC2CCCCC2)C(=O)N1Cc1ccccc1 | nt | nt | 56
OCCn1c(C(F)(F)F)nc2ccccc21 | -0.27 | -1 | 19
Cc1cc(C)c(C#N)c(OCC(=O)c2ccc(Br)cc2)n1 | -1.1 | -1.1 | 62
CC(=O)Nc1ccc(S(=O)(=O)NC2(C(F)(F)F)C(=O)Nc3c2c(=O)n(C)c(=O)n3C)cc1 (stereo not drawn) | 0.48 | 0.09 | 11
CCC(C)c1ccc(NC(=O)CC(C)=O)cc1 (stereo not drawn) | -0.59 | -0.55 | -21
COCCNc1nc2sc3c(c2c(=O)n1Cc1ccco1)CCCCC3 | -0.32 | 0.14 | -19
CSc1nc2c(c(=O)[nH]1)C(c1ccccc1Cl)CC(=O)N2 (stereo not drawn) | nt | nt | 36
CCCC(C)NC(=O)c1ccc(F)cc1 (stereo not drawn) | 1.6 | 1.4 | -21
CC(=O)N1CCN(c2ccc([N+](=O)[O-])c(-n3nc(C)cc3C)c2)CC1 | 2 | 1.1 | 33
Cc1ccc(S(=O)(=O)Nc2cnc3ccccc3c2)cc1 | nt | nt | 50
CC(C)C(NC(=O)C1CCCCC1)C(=O)N1CCN(c2ccc(F)cc2)CC1 (stereo not drawn) | -1.6 | -1.5 | -107
CCN1CCN(C(=O)c2ccccc2N(Cc2ccccc2)S(C)(=O)=O)CC1 | 0.85 | 0.63 | nt
Cc1ccc(-n2c(SCC(=O)OC(C)C)nnc2-c2ccncc2)cc1 | -0.42 | -0.02 | 10
CC(=O)c1ccc(NC(=S)N2CCCC(CO)C2)cc1 (stereo not drawn) | 1 | 0.76 | nt
O=C(O)CCc1nc2ccccc2n(CCc2ccccc2)c1=O | 1.1 | 0.96 | -15
Cc1cccc(-c2nc3c(c(SCC(=O)N(C)C)n2)CCCC3)c1 | -0.96 | -1.2 | 8
CC1=C(C(=O)Nc2ccccc2)C(c2ccco2)NC(=S)N1 (stereo not drawn) | 1.5 | 0.46 | -54
Cc1ccc(C2(C)NC(=O)N(CC(=O)Nc3ccc4c(c3)OCO4)C2=O)cc1 (stereo not drawn) | 1.1 | 1.1 | 16
S=c1[nH]nc(-c2ccccc2)o1 | 0.3 | -0.08 | -21
CCOC(=O)C1=C(C)OC(N)=C(C#N)C1c1ccsc1 (stereo not drawn) | 1 | -0.02 | nt
CCC(C)(C(=O)NC1CCCCC1)N(C(=O)c1ccccn1)c1ccccc1 (stereo not drawn) | -0.22 | -0.31 | -21
CCOC(=O)c1cnc(SCCc2ccccc2)nc1N | 0.05 | -0.04 | -31
COc1cc(NC(=S)N2CCN(C(=O)C3CCCO3)CC2)c(OC)cc1Cl (stereo not drawn) | 1.2 | 1.6 | -12
CCCn1c(SC(C(=O)Nc2cccc(OC)c2)c2ccccc2)nc2ccccc2c1=O (stereo not drawn) | -0.09 | 0.95 | -13
CCOCCCNC(=O)C(c1ccc(Cl)cc1)N1CCN(c2ccccc2)CC1 (stereo not drawn) | -0.98 | -0.73 | nt
CCOC(=O)c1c(NC(=O)CSc2cn(CC)c3ccccc23)sc2c1CCC2 | -0.89 | -0.63 | -10
O=C(CNCc1ccccn1)Nc1cc(S(=O)(=O)N2CCCCC2)ccc1Cl | nt | nt | -45
Clc1ccc(CSc2nnc(CNc3cccc(Cl)c3)o2)cc1 | -2.3 | -2.1 | 9

Single records, as listed above.
CC(=O)c1ccc(NC(=S)N2CCCC(CO)C2)cc1 (stereo not drawn) reads SDO1 yeast rescue = 1; SDO1 yeast rescue Rescue 24 h = 0.76; Insulin prom inh = nt
CCOC(=O)c1cnc(SCCc2ccccc2)nc1N reads SDO1 yeast rescue = 0.05; SDO1 yeast rescue Rescue 24 h = -0.04; Insulin prom inh = -31

The list continues:
smiles | SDO1 yeast rescue | SDO1 yeast rescue Rescue 24 h | Insulin prom inh
CCC(Oc1ccccc1)C(=O)Nc1ccc(S(=O)(=O)N2CCOCC2)cc1 (stereo not drawn) | -0.14 | -0.3 | 17
O=C(COc1cccc(Cl)c1)NNC(=S)Nc1ccccc1 | -0.28 | -0.12 | nt
S=C(Nc1cccc(Cl)c1)Nc1cccc2cnccc12 | 1 | 1.3 | nt
COc1ccccc1S(=O)(=O)Cc1ccc(C(=O)N2CCCC2)o1 | -0.27 | -1.1 | nt
S=c1[nH]nc(COc2ccccc2)n1/N=C/c1ccco1 | nt | nt | -24
COc1ccccc1CNC(=O)C1CC(c2ccc([N+](=O)[O-])cc2)=NO1 (stereo not drawn) | 1.6 | 1.7 | 29
COc1ccc(OC)c(NC(=O)c2ccc3c(=O)n(CCc4ccccc4)c(=S)[nH]c3c2)c1 | -0.43 | -0.09 | nt
O=S(=O)(NCc1cc(-c2ccc(Cl)cc2)no1)c1ccc(Cl)cc1 | -2.2 | -1.4 | -47
CN(CC(=O)O/N=C(\N)c1ccc([N+](=O)[O-])cc1)S(=O)(=O)c1ccc2ccccc2c1 | -2 | -1.5 | 25
NC(=O)CSc1nnc(CNc2cccc(Cl)c2)n1CCc1ccccc1 | 1.1 | 1.2 | nt
O=C(c1ccco1)N1CCN=C1SCc1ccc(F)cc1 | 0.24 | -0.19 | -10
COc1cccc(-c2nnc(SCC(=O)Nc3ccc(S(N)(=O)=O)cc3)n2C)c1 | -0.34 | -0.54 | nt
CCOc1ccccc1OCC(=O)Nc1ccc(Cl)cc1Cl | 0.57 | 1.1 | -6
COc1cc(CNCCN(C)C)c(Br)cc1OCC(=O)NCc1ccccc1 | 0.96 | 0.17 | -48
COC(=O)/C(=C/c1ccccc1)NC(=O)c1ccco1 | 2 | 1.2 | -8
CC(C)CCNC(=O)NC(=O)COc1ncnc2sccc12 | 1.4 | 0.88 | 12
CC1CCN(C(=O)c2ccc(SCc3ccccc3F)c([N+](=O)[O-])c2)CC1 | -0.51 | -0.64 | 5
COc1cc(OC)cc(C(=O)Nc2c(C)nn(-c3ccccc3)c2C)c1 | nt | nt | 27
COc1cc(CN2CCC(C(=O)N3CCN(c4ccccc4F)CC3)CC2)ccc1O | -0.29 | -1.1 | 43
COc1ccc(NC2=Nc3ccccc3CC2)cc1 | 1.5 | 1.6 | nt
Cn1c(=O)c2c(n(Cc3ccccc3)c1=O)NC(=O)C2CC(=O)O (stereo not drawn) | 0.78 | 0.74 | -30
COC(=O)C1=CN(c2cccc(C)c2)C=C(C(=O)OC)C1c1cc(OC)c(O)c([N+](=O)[O-])c1 | -1.1 | -0.63 | 3
O=C(NC1(C(F)(F)F)NC(=O)N(c2ccccc2)C1=O)c1cccs1 (stereo not drawn) | 1.1 | 0.41 | -48
Cc1ccc(Nc2c([N+](=O)[O-])cc(C(=O)N3CC(=O)Nc4ccccc43)cc2[N+](=O)[O-])c(C)c1 | 0.18 | -0.55 | 13
CC1CCCCC1NC(=O)c1ccc(S(=O)(=O)N2CCCC2)cc1 (stereo not drawn) | -0.73 | -0.45 | 38
CC1=CC2=NC(=O)/C(=C\c3cc(C)n(-c4cccc(Cl)c4)c3C)C(=N)N2O1 | -0.05 | -0.16 | 7
CCOc1ccc(N(CC(=O)NC2CCCC2)S(=O)(=O)c2c(C)noc2C)cc1 | 0.43 | 0.12 | nt
Cn1c(Cn2c(=O)sc3ccccc32)nnc1SCC(=O)NCc1ccc(F)cc1 | 0.21 | 0.28 | nt
O=C(Cc1c(F)cccc1Cl)N1CCN(C(=O)c2ccco2)CC1 | -0.4 | -0.33 | 7
C=CCc1ccccc1OCCCCN1CCCC1 | 0.27 | -0.2 | nt

Four records drawn at random from the list so far, as already listed:
smiles | SDO1 yeast rescue | SDO1 yeast rescue Rescue 24 h | Insulin prom inh
O=C(c1ccco1)N1CCN=C1SCc1ccc(F)cc1 | 0.24 | -0.19 | -10
CCOc1ccc(N(CC(=O)NC2CCCC2)S(=O)(=O)c2c(C)noc2C)cc1 | 0.43 | 0.12 | nt
O=S(=O)(NCc1cc(-c2ccc(Cl)cc2)no1)c1ccc(Cl)cc1 | -2.2 | -1.4 | -47
CC(=O)Nc1ccc(S(=O)(=O)NC2(C(F)(F)F)C(=O)Nc3c2c(=O)n(C)c(=O)n3C)cc1 (stereo not drawn) | 0.48 | 0.09 | 11

Next section
smiles | SDO1 yeast rescue | SDO1 yeast rescue Rescue 24 h | Insulin prom inh
O=[N+]([O-])c1ccc(-c2csc(Nc3ccccc3)[n+]2Cc2ccccc2)cc1 | -0.45 | 0.24 | nt
N#CCSc1nc2ccccc2c(=O)n1CCC(=O)NCCc1ccccc1 | -1.1 | -0.1 | -17
Cc1ccc(C)n1-n1cnc2sc3c(c2c1=O)CCCCC3 | -1.1 | -0.32 | -139
C=CCn1c(N)c(C(=O)OC(C)(C)C)c2nc3ccccc3nc21 | -1.5 | -0.71 | 3
C=C(C)[C@@H]1CCC2(C(=O)O)CC[C@]3(C)[C@H](CC[C@@H]4[C@@]5(C)CCC(=O)C(C)(C)[C@@H]5CC[C@]43C)[C@@H]12 (stereo partly drawn) | -0.91 | 0.12 | -5
C/C=C/c1ccc(OCC(O)CN2CCCCC2CC)c(OC)c1 (stereo not drawn) | nt | nt | 14
Cc1ncc(C[n+]2csc(CCOC(=O)CC34CC5CC(CC(C5)C3)C4)c2C)c(N)n1 | -0.18 | 0.16 | -37
COc1ccc(OCC(=O)Nc2ccc(N3CCOCC3)c(Cl)c2)cc1 | -1.2 | -1.3 | -25
Cc1ccc(S(=O)(=O)[N-]c2nc3ccccc3nc2-n2cc[n+](CCC(C)C)c2)cc1 | 0.16 | -0.87 | 25
O=C(Nc1ccc2c(c1)nc1n2CCOC1)c1ccco1 | 0.24 | -0.31 | nt
CCC(=O)c1ccc(N2CCN(C(=O)c3ccc(Br)cc3)CC2)c(F)c1 | -2.5 | -1.5 | -55
O=C(CNC(=O)Cc1ccccc1)NCC(=O)OCC(=O)c1ccccc1Cl | -0.08 | -0.92 | 0
CC(=O)Nc1ccc(NC(=O)COc2ccccc2C(=O)Nc2cccc(Cl)c2Cl)cc1 | -0.65 | 0.21 | 35
N#Cc1cc2c(=O)n3ccccc3nc2n(Cc2cccnc2)c1=N | nt | nt | -14
O=C(Cn1cnc2c(nnn2-c2ccc(F)cc2)c1=O)NCc1ccco1 | 0.87 | 0.96 | -50
COc1cccc(NC(=O)CSc2nnc(Cn3cnc([N+](=O)[O-])n3)n2C)c1 | 1.3 | 2.9 | 33
O=C(CSc1ccc(-c2ccccc2)nn1)NCc1ccco1 | 0.71 | 0.11 | -444
CCOC(=O)c1ccc(NC(=O)Oc2ccccc2)cc1 | -0.65 | -0.52 | 6
O=C(CCSc1ccccn1)Nc1ccc(Br)cc1 | 1.2 | 1.2 | -26
CCOC(=O)C(C)Sc1nnc2n1C(C)(C)Cc1ccccc1-2 (stereo not drawn) | -0.1 | 0.49 | nt
CCN(CC)c1nc(Nc2ccc(Cl)cc2)nc(OCC#N)n1 | -0.07 | -0.08 | 6
Cc1cc2oc(C(=O)Nc3c(C)n(C)n(-c4ccccc4)c3=O)c(C)c2cc1Cl | -0.35 | -0.41 | nt
CC1CCc2sc(C(=O)NN)cc2C1 (stereo not drawn) | nt | nt | -80
O=C(COC(=O)c1c2c(nc3ccccc13)CCCC2)Nc1ccc2c(c1)OCO2 | -1.9 | -0.71 | nt
CN1/C(=C/C(=O)c2cccs2)Sc2ccccc21 | -1.1 | -0.61 | 69
CCCNC(=O)OC[C@H]1O[C@H](CCO/N=C/[C@@H](OC)[C@H](C)/C=C/CC(=O)OC)C=C[C@@H]1Oc1ccc(OC)cc1 | -0.09 | -0.64 | 5
Cc1ccc(OCC(=O)NC(=S)Nc2cccc(NC(=O)c3ccc(Cl)cc3Cl)c2)cc1 | -0.6 | 0.23 | nt
CCOc1cc(CNCc2ccncc2)cc(Br)c1OCc1ccccc1F | -1.6 | -0.72 | nt
Cc1cc(C)n(C(=O)CNc2cccc(Cl)c2C)n1 | -1.1 | -0.68 | -108
COCCn1c(-c2ccccc2)nc2c(c(=O)c3ccccc3n2C)c1=O | 0.34 | 0.28 | -40
CS(=O)(=O)N1CCC(Oc2ccccc2C(=O)N2CCN(CC3CC3)CC2)CC1 | nt | nt | -35
CCN(CC)S(=O)(=O)c1ccc(Cl)c(NC(=O)COc2ccc(OC)cc2[N+](=O)[O-])c1 | -0.26 | 0.31 | 31
CCC1CCCCN1C(=S)Nc1ccc(C(C)=O)cc1 (stereo not drawn) | -0.29 | -0.44 | 45
O=C(CSc1nnc2sc3ccccc3n12)N1CCN(c2ccccc2)CC1 | 0.1 | -0.34 | -12
CCOCCCNC(=O)C(c1ccccc1)N(Cc1cccs1)C(=O)CNC(=O)c1ccccc1 (stereo not drawn) | 0.91 | -0.17 | -100
O=C(c1cccc(NS(=O)(=O)c2cccc(F)c2)c1)N1CCN(c2ccccc2)CC1 | 0.27 | 0.44 | -10
CCN(CC)c1nc(C)c2c(c1C#N)CC(C)(C)OC2 | -0.87 | -0.85 | nt
O=C(O)CSC(NC(=O)c1cccnc1)(C(F)(F)F)C(F)(F)F | 0.53 | 0.35 | -129
COc1ccccc1OCc1ccc(C(=O)N/N=C/c2ccco2)cc1 | 1.3 | 2.3 | -23

Assay outcomes: PubChem, several laboratories
